Compound activity deposited in PubChem by Sanford-Burnham Center for Chemical Genomics.
Jurkat NFkB inh = inhibitors of induced NF-kB luciferase reporter, primary screen, TCR NF-kB activation inhibitor project, cell-based, luminescence, uHTS; Jurkat, PMA/ionomycin-induced NF-kB luciferase reporter; inhibition, % at 4 µM; 330,000 tested, 0.53% active
UBC13 inh = UBC13 polyubiquitin chain formation inhibitors, primary screen, biochemical, TR-FRET, uHTS. Ubiquitin-conjugating enzyme E2 N (Homo sapiens), P61088. inhibition, % at 20 µM. 330,000 tested, 0.47% active. AID 485273, 2010; in the data active = inhibition above about 45%, passing the limit was not always enough
Gli-Sufu antag = Gli-Sufu pathway antagonists, primary screen, luciferase luminescence, Sufu-KO-LIGHT cells, uHTS; Sufu-KO-LIGHT fibroblasts, Gli luciferase reporter luminescence; inhibition, % at 5 µM; 340,000 tested, 0.74% active; AID 588413, 2011;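 active = inhibition above about 55%, limit read from the data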;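 note: 0% = DMSO-treated cells and 100% = wells with medium but no cells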
697 NFkB inh = inhibitors of PMA/ionomycin-induced NF-kB reporter, 697 cells, primary screen, B-cell NF-kB inhibitor project, cell-based, luminescence, uHTS; 697 B-cell NF-kB luciferase reporter, 16 h; inhibition, % at 4 µM; 330,000 tested, 0.33% active; AID 435022, 2010; in the data active = inhibition above about 35%
SENP8 inh = SENP8 protease inhibitors, primary screen, biochemical, luminescence; Sentrin-specific protease 8 (Homo sapiens), Q96LD8; purified SENP8, Z-RLRGG-aminoluciferin cleavage; inhibition, % at 10 µM; 330,000 tested, 1.2% active; AID 2540, 2010
Target sequence (Q96LD8 whole entry, looked up): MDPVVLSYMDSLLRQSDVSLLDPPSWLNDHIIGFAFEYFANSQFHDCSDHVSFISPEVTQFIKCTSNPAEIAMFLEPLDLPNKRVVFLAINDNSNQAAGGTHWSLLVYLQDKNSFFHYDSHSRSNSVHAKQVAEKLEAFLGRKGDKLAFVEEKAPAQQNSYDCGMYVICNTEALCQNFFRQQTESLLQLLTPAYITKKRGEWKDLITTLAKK
CCR6 antagonist = CCR6 receptor antagonists, primary screen, cell-based, CHO-K1, luminescence, beta-arrestin, uHTS | 340,000 tested, 0.49% active | inhibition, % at 20 µM | CHO-K1 CCR6 PathHunter beta-arrestin, CCL20-stimulated | C-C chemokine receptor type 6 (Homo sapiens), P51684 | AID 493098, 2011;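 active = compounds whose inhibition of the agonist-driven luminescence signal at 20 µM reaches about 50%, limit read from the data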;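 note: cells stimulated with CCL20 at 14 nM final; plate controls were DMSO with CCL20 for no effect and DMSO without agonist for full effect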
Target sequence (P51684 whole entry, looked up): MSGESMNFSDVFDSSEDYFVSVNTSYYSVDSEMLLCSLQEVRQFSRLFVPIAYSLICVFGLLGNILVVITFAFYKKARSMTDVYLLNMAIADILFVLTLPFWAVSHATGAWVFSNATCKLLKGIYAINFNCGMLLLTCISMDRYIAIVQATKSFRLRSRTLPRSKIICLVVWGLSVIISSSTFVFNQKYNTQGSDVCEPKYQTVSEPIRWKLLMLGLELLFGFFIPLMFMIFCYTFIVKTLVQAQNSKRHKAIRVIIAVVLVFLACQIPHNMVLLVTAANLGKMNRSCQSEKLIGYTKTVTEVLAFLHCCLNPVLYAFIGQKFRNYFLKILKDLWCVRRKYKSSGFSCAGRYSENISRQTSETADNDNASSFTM
EBI2 antag = EBI2 receptor antagonists, beta-arrestin recruitment, primary screen, cell-based, luminescence, 7a,25-OHC stimulation, uHTS; G-protein coupled receptor 183 (Homo sapiens), P32249; 7a,25-OHC stimulated; inhibition, % at 5 µM; 360,000 tested, 0.81% active; in the data active = inhibition above about 38%;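 note: enzyme fragment complementation signal reports receptor beta-arrestin coupling in cells; 0% = agonist plus DMSO wells and 100% = wells without agonist; some results beyond the cut were filed as inactive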
Target sequence (P32249 whole entry, looked up, the tested form may be a part): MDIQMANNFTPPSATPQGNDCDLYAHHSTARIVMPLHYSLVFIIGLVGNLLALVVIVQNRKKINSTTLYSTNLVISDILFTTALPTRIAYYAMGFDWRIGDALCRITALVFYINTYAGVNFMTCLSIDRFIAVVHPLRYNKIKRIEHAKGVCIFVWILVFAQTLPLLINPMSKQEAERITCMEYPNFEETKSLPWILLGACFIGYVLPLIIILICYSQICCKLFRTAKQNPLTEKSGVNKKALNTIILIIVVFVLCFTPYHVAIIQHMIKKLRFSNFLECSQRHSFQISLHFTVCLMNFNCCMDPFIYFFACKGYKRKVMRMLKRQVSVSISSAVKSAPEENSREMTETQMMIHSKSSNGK
Apaf1 inhib = inhibitors of human Apaf-1 apoptosome, primary screen, biochemical, DEVD-Rh110 fluorescence, uHTS | inhibition, % at 20 µM | Apoptotic protease-activating factor 1 (Homo sapiens), O14727 | reconstituted apoptosome caspase-3 activity | 330,000 tested, 0.71% active | AID 489030, 2010; active = inhibition of at least 40% at 20 µM;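 note: plate controls were DMSO wells for no effect and DEVD-CHO caspase inhibitor wells for full effect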
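Assay system: Apoptosome proteins | Medium: pH 7.5 Hepes buffer with CHAPS, BSA, DTT | Also added: Cytochrome c and DEVD-Rh110 substrate | Times: 30 min plus 50 min, RT | Detection: Rhodamine 110 fluorescence at Ex 480/Em 540 nm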
An asterisk follows results filed as active. Cut-off read from the data, not from the text of the source, unless noted: active = inhibition above about 50%; inactive = the rest. Some of the compounds tested, so the mix of outcomes need not match the whole.

`Cc1ccc2nc3n(c(=O)c2c1)-c1ccc(Cl)cc1C(=O)NC3Cc1ccccc1` (centres undefined) gave Jurkat NFkB inh 1, UBC13 inh 12, 697 NFkB inh 7, SENP8 inh 0 and Apaf1 inhib 2.
CC1(C)Cc2c(sc3c2c(=N)n(Cc2ccco2)c(=O)n3Cc2ccccc2)CO1 was read as Jurkat NFkB inh 6, UBC13 inh 0, Gli-Sufu antag 1, 697 NFkB inh 11, SENP8 inh 0, CCR6 antagonist 2, EBI2 antag 8 and Apaf1 inhib 9.
O=C(Nc1ccc(S(=O)(=O)NC2=NCCCCC2)cc1)c1ccco1 was read as Jurkat NFkB inh -17, UBC13 inh 2, Gli-Sufu antag -5, 697 NFkB inh 0, SENP8 inh 3, CCR6 antagonist 11, EBI2 antag -4 and Apaf1 inhib 0.
COc1cc(Cl)ccc1OCc1cc(C(=O)N(C)CC2CCCCO2)no1 (centres undefined) was read as Jurkat NFkB inh -70, UBC13 inh 0, Gli-Sufu antag -9, 697 NFkB inh -105, SENP8 inh -2, CCR6 antagonist 18, EBI2 antag 4 and Apaf1 inhib 11.
Cc1cccc(CS(=O)(=O)Cc2ccc(C(=O)O)o2)c1 was read as Jurkat NFkB inh -4, UBC13 inh -9, Gli-Sufu antag 3, 697 NFkB inh -16, SENP8 inh -7, CCR6 antagonist -5, EBI2 antag -12 and Apaf1 inhib -7.
For Cc1ccc(S(=O)(=O)N2C[C@@H]3[C@H]4CC[C@H](C4)[C@@H]3[C@@H](C)[C@@H]2c2ccn([Si](C(C)C)(C(C)C)C(C)C)c2)cc1 the results were Gli-Sufu antag 16, 697 NFkB inh 8, CCR6 antagonist 15, EBI2 antag 1 and Apaf1 inhib 6.
For Cc1cccc(NC(=O)c2cc(Cl)ccc2[N+](=O)[O-])c1 the results were Jurkat NFkB inh 6, UBC13 inh -1, Gli-Sufu antag -1, 697 NFkB inh 6, SENP8 inh -5, CCR6 antagonist 2, EBI2 antag -6 and Apaf1 inhib 1.
`Cc1ccc(SCc2c(C(=O)N/N=C/c3ccoc3)nnn2-c2nonc2N)cc1` gave Jurkat NFkB inh 7, UBC13 inh 5, Gli-Sufu antag -4, 697 NFkB inh -28, SENP8 inh 7, CCR6 antagonist 6, EBI2 antag 2 and Apaf1 inhib 6.
`CC1CCCC(NC(=O)CN(C)S(=O)(=O)c2cccc3cccnc23)C1C` (centres undefined) gave Jurkat NFkB inh -3, UBC13 inh 1, Gli-Sufu antag 0, 697 NFkB inh 2, SENP8 inh 6, CCR6 antagonist 3, EBI2 antag -6 and Apaf1 inhib -1.
For CCOC(=O)c1c(C)c(C(=O)OCC)n(C)c1C the results were Jurkat NFkB inh -20, UBC13 inh 2, Gli-Sufu antag 17, 697 NFkB inh -9, SENP8 inh 6, CCR6 antagonist -6, EBI2 antag 0 and Apaf1 inhib -1.
For Cc1cc(Cl)c(S(=O)(=O)Nc2ccc3c(c2)OCCO3)cc1OCC(N)=O the results were Jurkat NFkB inh 13, UBC13 inh 2, Gli-Sufu antag 16, 697 NFkB inh -11, SENP8 inh 2, CCR6 antagonist -8, EBI2 antag -1 and Apaf1 inhib -7.
`CCO/C=C/C(O)(CNC(=O)COc1ccccc1F)C(F)(F)F` (centres undefined) gave Jurkat NFkB inh -18, UBC13 inh 7, Gli-Sufu antag 15, 697 NFkB inh -17, SENP8 inh 3, CCR6 antagonist 2, EBI2 antag 2 and Apaf1 inhib -14.
For Cc1nnc(NC(=O)CCSc2ccc(Cl)cc2)s1 the results were Jurkat NFkB inh -2, UBC13 inh 11, Gli-Sufu antag -15, 697 NFkB inh 2, SENP8 inh -4, CCR6 antagonist 1, EBI2 antag 1 and Apaf1 inhib -4.
`CC(C)Oc1ccc(C(=O)NN2C(=O)NC3(CCCCC3)C2=O)cc1` gave Jurkat NFkB inh -20, UBC13 inh 2, Gli-Sufu antag -9, 697 NFkB inh -5, SENP8 inh 1, CCR6 antagonist 0, EBI2 antag 7 and Apaf1 inhib -1.
O=C(Nc1cccc(S(=O)(=O)N2CCCCC2)c1)c1cnccn1 was read as Jurkat NFkB inh -4, UBC13 inh -2, Gli-Sufu antag 6, 697 NFkB inh -8, SENP8 inh -4, CCR6 antagonist 1, EBI2 antag -1 and Apaf1 inhib -12.
For Nc1cccc(S(=O)(=O)c2ccc(N)c(N)c2)c1 the results were Jurkat NFkB inh -1, UBC13 inh -7, Gli-Sufu antag -5, 697 NFkB inh 5, SENP8 inh -4, CCR6 antagonist 1, EBI2 antag -15 and Apaf1 inhib -6.
`O=C(CN1C(=O)S/C(=C/c2cccs2)C1=O)N1CCOCC1` gave Jurkat NFkB inh -3, UBC13 inh -17, Gli-Sufu antag -7, 697 NFkB inh 4, SENP8 inh -1, CCR6 antagonist -33, EBI2 antag -6 and Apaf1 inhib 9.
`COc1ccc(N(C)S(=O)(=O)c2cccc(C(=O)NCc3ccc4c(c3)OCO4)c2)cc1` gave Jurkat NFkB inh 0, UBC13 inh -3, Gli-Sufu antag 4, 697 NFkB inh 2, SENP8 inh 1, CCR6 antagonist 17, EBI2 antag 0 and Apaf1 inhib 7.
Screening O=C(NCc1cccnc1)C1CCN(S(=O)(=O)N2CCC3(CC2)OCCO3)CC1 returned Jurkat NFkB inh -13, UBC13 inh 5, Gli-Sufu antag 9, 697 NFkB inh 0, SENP8 inh -5, CCR6 antagonist -9, EBI2 antag -7 and Apaf1 inhib -10.
`CCCCCCCSc1nc(N)cc(=O)[nH]1` gave Jurkat NFkB inh -14, UBC13 inh 2, Gli-Sufu antag -7, 697 NFkB inh 3, SENP8 inh 1, CCR6 antagonist 2, EBI2 antag -22 and Apaf1 inhib -26.

Overlap with the part before: three entries; new compounds follow.
`COc1ccc(N(C)S(=O)(=O)c2cccc(C(=O)NCc3ccc4c(c3)OCO4)c2)cc1` gave Jurkat NFkB inh 0, UBC13 inh -3, Gli-Sufu antag 4, 697 NFkB inh 2, SENP8 inh 1, CCR6 antagonist 17, EBI2 antag 0 and Apaf1 inhib 7.
Screening O=C(NCc1cccnc1)C1CCN(S(=O)(=O)N2CCC3(CC2)OCCO3)CC1 returned Jurkat NFkB inh -13, UBC13 inh 5, Gli-Sufu antag 9, 697 NFkB inh 0, SENP8 inh -5, CCR6 antagonist -9, EBI2 antag -7 and Apaf1 inhib -10.
`CCCCCCCSc1nc(N)cc(=O)[nH]1` gave Jurkat NFkB inh -14, UBC13 inh 2, Gli-Sufu antag -7, 697 NFkB inh 3, SENP8 inh 1, CCR6 antagonist 2, EBI2 antag -22 and Apaf1 inhib -26.
`CCOC(=O)CN1N=C(/C=C/c2ccc(C)cc2)CCC1=O` gave Jurkat NFkB inh -13, UBC13 inh -6, Gli-Sufu antag -7, 697 NFkB inh -8, SENP8 inh -5, CCR6 antagonist 5, EBI2 antag -2 and Apaf1 inhib -1.
For CCCCSc1nnc(CCC)n1N the results were Jurkat NFkB inh -6, UBC13 inh -11, Gli-Sufu antag -5, 697 NFkB inh 21, SENP8 inh -11, CCR6 antagonist 6, EBI2 antag -5 and Apaf1 inhib -3.
For CC(C)NC(=O)N(C)C[C@H]1Oc2ccc(NC(=O)CCC(F)(F)F)cc2C(=O)N([C@H](C)CO)C[C@@H]1C the results were Jurkat NFkB inh 9, UBC13 inh -1, Gli-Sufu antag -2, 697 NFkB inh -2, SENP8 inh 1, CCR6 antagonist -6, EBI2 antag -8 and Apaf1 inhib -1.
For CCOC(=O)c1cc2c(=O)n3cccc(C)c3nc2n(CCOC)c1=NC(C)=O the results were Jurkat NFkB inh -11, UBC13 inh 0, Gli-Sufu antag -3, 697 NFkB inh 11, SENP8 inh 3, CCR6 antagonist 10, EBI2 antag 0 and Apaf1 inhib -8.
Screening C=CC(=O)N1c2ccccc2Sc2ccc(NC(=O)OCC)cc21 returned Jurkat NFkB inh -4, UBC13 inh 8, Gli-Sufu antag 6, 697 NFkB inh -4, SENP8 inh 3, CCR6 antagonist -9, EBI2 antag 25 and Apaf1 inhib 16.
CCNc1nc(=S)nc(NCc2ccccc2)[nH]1 was read as Jurkat NFkB inh -7, UBC13 inh -9, 697 NFkB inh -15, SENP8 inh -8 and Apaf1 inhib 1.
Screening CCCCn1nc(C(=O)NCC(=O)Nc2c(C)cccc2C)c2ccccc2c1=O returned Jurkat NFkB inh 5, UBC13 inh 6, Gli-Sufu antag 0, 697 NFkB inh 17, SENP8 inh 3, CCR6 antagonist 3, EBI2 antag 16 and Apaf1 inhib -10.
Screening O=C(N/N=C/c1cccc2ccccc12)c1ccncc1 returned Jurkat NFkB inh -7, UBC13 inh -18, Gli-Sufu antag 0, 697 NFkB inh -4, SENP8 inh -12, CCR6 antagonist 1, EBI2 antag 6 and Apaf1 inhib 9.
Cc1cc(NC(=O)C(C)C)ncc1NC(=O)c1ccccn1 was read as Jurkat NFkB inh -36, UBC13 inh 0, Gli-Sufu antag -10, 697 NFkB inh -28, SENP8 inh 2, CCR6 antagonist -17, EBI2 antag -11 and Apaf1 inhib -3.
Screening NS(=O)(=O)c1cc(C(=O)NC2CCSc3ccccc32)ccc1Cl (centres undefined) returned Jurkat NFkB inh -5, UBC13 inh -3, Gli-Sufu antag 5, 697 NFkB inh 5, SENP8 inh 4, CCR6 antagonist 9, EBI2 antag -2 and Apaf1 inhib 4.
Screening COc1cc2c(cc1OC)C(c1ccccc1F)OC(=O)C2 (centres undefined) returned Jurkat NFkB inh -13, UBC13 inh -19, Gli-Sufu antag -11, 697 NFkB inh 2, SENP8 inh -4, CCR6 antagonist 2, EBI2 antag 3 and Apaf1 inhib 2.
COc1cccc(C2C(C(C)=O)=C(O)C(=O)N2CCc2c[nH]c3ccccc23)c1 (centres undefined) was read as Jurkat NFkB inh 3, UBC13 inh 3, Gli-Sufu antag 2, 697 NFkB inh 1, SENP8 inh -6, CCR6 antagonist -5, EBI2 antag -6 and Apaf1 inhib 6.
For CCCN(CC(=O)Nc1ccc(F)c(F)c1F)CC(=O)Nc1c(C)n(C)n(-c2ccccc2)c1=O the results were Jurkat NFkB inh 13, UBC13 inh -2, Gli-Sufu antag 5, 697 NFkB inh 20, SENP8 inh 2, CCR6 antagonist 4, EBI2 antag -10 and Apaf1 inhib 3.
`CC(=O)c1ccc(N2CCN(C(=O)CN(C)S(=O)(=O)c3cnc[nH]3)CC2)cc1` gave Jurkat NFkB inh -7, UBC13 inh -2, Gli-Sufu antag -10, 697 NFkB inh 12, SENP8 inh 2, CCR6 antagonist 0, EBI2 antag -4 and Apaf1 inhib -10.
For O=C(CSc1ccc(-c2ccco2)nn1)N1CCCC1 the results were Jurkat NFkB inh -2, UBC13 inh -8, Gli-Sufu antag 4, 697 NFkB inh -1, SENP8 inh -14, CCR6 antagonist 0, EBI2 antag 2 and Apaf1 inhib -15.
For COC(=O)c1ccc(N2NC(=O)/C(=C/c3ccc(-c4ccc(Cl)c(C(=O)O)c4)o3)C2=O)cc1 the results were Jurkat NFkB inh 7, UBC13 inh -36, Gli-Sufu antag 0, 697 NFkB inh 11, SENP8 inh -12, CCR6 antagonist 30, EBI2 antag 5 and Apaf1 inhib 20.
Screening COc1ccc(C(CNC(=O)Cc2ccccc2F)N2CCCCC2)cc1 (centres undefined) returned Jurkat NFkB inh -5, UBC13 inh -8, Gli-Sufu antag 26, 697 NFkB inh -11, SENP8 inh -6, CCR6 antagonist 11, EBI2 antag -2 and Apaf1 inhib -1.
CCCCC(CCC(=O)O)(C(=O)OCC)c1csc(Nc2ccc(C)cc2)n1 (centres undefined) was read as Jurkat NFkB inh 7, UBC13 inh -7, Gli-Sufu antag -3, 697 NFkB inh 7, SENP8 inh 6, CCR6 antagonist -2, EBI2 antag 7 and Apaf1 inhib 30.
